Cneo AK release = causes C. neoformans cell lysis | lysis activity, % at 15 µM | adenylate kinase release luminescence, 4 h; normalised: neutral wells 0, clomiphene wells 100 | 0.2% of 360,000 active;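 active means mean lysis activity across replicates of at least 80%, whatever share of replicates individually reach that level; inactive means mean lysis activity below 80%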
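Material: C. neoformans cells; Schedule: 4 h static compound exposure, 37 °C, read 1 h post-reagent; Measured by: adenylate kinase release luminescence; Read-out: signal increase indicating cell lysis; Controls: Clomiphene as positive lysis control.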
FN deposition inh = fibronectin deposition inhibition | inhibition, % at 12.6 µM | AH1F fibroblasts, Alexa488-fibronectin deposition fluorescence, overnight | 0.086% of 350,000 active | AID 743247;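 active means mean inhibition across replicates of 30% or more, regardless of how many single replicates reach that level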;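 further: positive control wells lacked labelled fibronectin entirely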
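Material – AH1F fibroblast monolayer, labelled fibronectin deposition · Reagent – labelled fibronectin 24 nM · Timing – 1 h adhesion, overnight exposure · Measured by – fluorescence at 485 nm excitation, 525 nm emission · Read-out – inhibition of fibronectin deposition signal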
CASP6 VEID inh = caspase-6 (human) enzyme inhibition; P55212; purified caspase-6, Z-VEID-R110 cleavage fluorescence; inhibition, % at 12.5 µM; 0.53% of 350,000 active; AID 686996;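 active means mean inhibition across replicates at least about 35%, with every replicate also reaching that limit, limit read from the data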;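 further: 0% = median of neutral control wells and 100% = no fluorescence left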
Target sequence (P55212 24-179 limits assumed): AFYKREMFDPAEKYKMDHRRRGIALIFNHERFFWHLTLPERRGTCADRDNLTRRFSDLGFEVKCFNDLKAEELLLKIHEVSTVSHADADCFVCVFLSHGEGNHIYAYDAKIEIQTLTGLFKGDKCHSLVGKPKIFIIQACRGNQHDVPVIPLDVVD
Target sequence (P55212 194-293 limits assumed): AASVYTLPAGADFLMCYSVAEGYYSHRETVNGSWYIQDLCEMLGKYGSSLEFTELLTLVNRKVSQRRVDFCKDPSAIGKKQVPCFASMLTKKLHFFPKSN
PGC1a acetyl inh = lowers PGC1a acetylation signal in U2OS cells; AlphaScreen anti-acetyl-lysine; with virally co-expressed GCN5 acetyltransferase; inhibition, % at 15.6 µM; 0.17% of 350,000 active; AID 651687;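 active means every replicate shows inhibition of at least 40%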;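 further: 0% = neutral control wells and 100% = positive control wells; some results beyond the cut were filed as inactive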
LGR2 inh = Drosophila LGR2 receptor signaling inhibition | HEK293 LGR2, CRE-luciferase, bursicon-stimulated, 4 h | inhibition, % at 9.99 µM | 0.35% of 380,000 active;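 active means drop in luminescence signal, shown as inhibition above about 50% in the replicate tests, limit read from the data, passing the limit was not always enough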;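 further: agonist challenge used bursicon conditioned medium at about half maximal strength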
miR-122 sensor = miR-122 inhibition in Huh7 cells | Huh7 miR-122 Renilla luciferase sensor, 48 h; neutral wells = 0, positive control = 100 | activation (reporter increase), % at 12.5 µM | 0.3% of 340,000 active;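 active means mean replicate activation score at least 90 and every replicate individually at or above 90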;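 further: higher luciferase means less miR-122 activity so hits act as miR-122 inhibitors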
EWS-Fli block = blocks EWS/Fli oncoprotein-driven transcription; A673 NR0B1-luciferase reporter, viability-normalised; inhibition, % at 12.6 µM; 0.67% of 350,000 active;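 active means mean inhibition of at least 50% after viability correction, with every replicate also passing that limit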;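 further: firefly luciferase signal divided by Alamar Blue viability fluorescence both relative to DMSO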
PAX8 reporter = PAX8 transcriptional activity inhibition; RMG-I TPO-luciferase reporter, SteadyGlo, 24 h; 1.2% of 360,000 active; inhibition, % at 12.6 µM;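 active means mean replicate inhibition at least 60% with every replicate also reaching 60%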;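 further: luciferase light reporting Pax8 driven TPO promoter activity; plate controls were median of neutral control wells for no effect and mitoxantrone controls for full effect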
The depositor's hits bear a star; / = no result given; & = joins results of further samples; [ ] = another dose, or the depositor's remark. Rows are unselected. Share with any hit: about 2.5%.

SMILES	Cneo AK release	FN deposition inh	CASP6 VEID inh	PGC1a acetyl inh	LGR2 inh	miR-122 sensor	EWS-Fli block	PAX8 reporter
COc1ccc(C(=O)Nc2ccnn2C2CCN(C(=O)c3cccnc3)CC2)cc1	-3	-3	-2	4	-2	-7	-23	-46
CC(NC(=O)c1ccco1)C(=O)Nc1nccs1 (stereo unspecified)	0	2	-2	-4	7	2	-9	-1
COC(=O)[C@H](CC(C)C)NC(=O)N1CCCCC1	-7	7	5	0	6	1	12	28
CCN(CC(=O)Nc1ccccc1C(F)(F)F)C(=O)Cn1c(=O)cnc2ccccc21	-3	5	0	/	16	5	-13	/
Cc1ccc(S(=O)(=O)N(C)C[C@H]2Oc3ccc(NS(=O)(=O)c4ccccc4)cc3C(=O)N([C@@H](C)CO)C[C@H]2C)cc1	1	/	-2	1	-5	33[16.7 µM]	6	/
Cc1ccc(C(=O)Nc2cccc(C(F)(F)F)c2)cc1NC(=O)c1cnnc2ccccc12	-1&6	14&4	0&-3	8	-3&2	-4&0	0&-3	15&20
CCOCc1nnc(NC(=O)c2c(OC)cccc2OC)s1	0	-7	/	5	/	-6	/	-18
Cc1noc(C)c1S(=O)(=O)Nc1ccc2c(c1)C(=O)N([C@@H](C)CO)C[C@@H](C)[C@H](CN(C)C(=O)c1ccccc1)OCCCC[C@H](C)O2	-6	-7	0	6	-2	-2[16.7 µM]	-1	-10
O=C(NCc1cn2ccccc2n1)c1ccc2c(c1)OCO2	0	-7	/	-4	/	-9	/	-5
Cc1cc(C)cc(NC(=O)Cc2ccc(S(=O)(=O)N3CCCC3)s2)c1	3	-2	51*	-9	-5	1	9	13
O=C(c1cccc(F)c1)N1CC[C@@H]2[C@H](CO)Nc3ccc(-c4ccccc4F)cc3[C@@H]21	-9	-6	/	-6	8	27[16.7 µM]	11	-1
CCN(C(=O)C1=COCCO1)c1nc2c(C)cccc2s1	0	-7	9	4	-55	-7	-27	/
COc1ccc2c(c1)CCc1cnc(N)nc1-2	-1	/	3	17	-4	-8	-19	-22
CCCc1cc(=O)oc2cc(C)cc(OCC(=O)NCCCN3CCOCC3)c12	1	2	1	-1	-1	-9	-5	-16
Cc1cc(Cl)c2oc(C(=O)NCC(C)(C)N3CCOCC3)c(C)c2c1	9	7	-2	-6	-2	-1	/	-27
CC(=O)N1Cc2cc(C(=O)NCC(F)(F)F)nc(-c3cccc(-c4cc5ccccc5o4)c3)c2[C@@H]1CCO	/	-2	4	/	33	/	23	1
COc1ccc(NC(=O)Nc2c(C)n(C)n(-c3ccccc3)c2=O)cc1OC	-1	3	0	/	4	/	/	20
NC(=O)c1ccc(NC(=O)COC(=O)c2cc(S(=O)(=O)N3CCOCC3)ccc2N2CCCCC2)cc1	7	-8	0	5	2	8	-8	4
COc1ccc(NC(=O)CN2CCN(CC(=O)Nc3ccccc3OC)CC2)c(OC)c1	1	-2	4	7	-1	-3	5	19
CN(C(=O)C1CCCC1)C1CCS(=O)(=O)C1 (stereo unspecified)	2	-3	-1	/	-12	-7	-8	/
CC(C)C[C@H]1CN(CCCC[C@@H]2CNC(=O)C(=O)N2Cc2ccccc2)C(=O)C(=O)N1CC1CCCCC1	/	-13	0	/	-4	/	-1	-4
COc1ccccc1/C=C/CN1CCC(Oc2ccc(C(=O)N3CCCCC3)cc2)CC1	0	12	-2	0	14	-10	/	1
O=C(NC1CC2CCCC(C1)N2CC(=O)N1CCCc2ccccc21)C1CCCCC1 (stereo unspecified)	-1	0	/	13	/	/	/	-11
O=C(O)C[C@H]1CC[C@H](NC(=O)CCN2CCCCC2)[C@@H](CO)O1	/	6	1	12	-19	/	-7	/
COc1ccccc1Oc1ccc(N/C=C/C(=O)C(C)(C)C)cc1	/	1	-4	/	-26	/	2	9

(cont.)
SMILES	Cneo AK release	FN deposition inh	CASP6 VEID inh	PGC1a acetyl inh	LGR2 inh	miR-122 sensor	EWS-Fli block	PAX8 reporter
Nc1nnnn1/N=C/c1ccccn1	-2	/	0	-4	-6	-1	7	/
CC(CC(=O)Nc1nncs1)c1ccccc1 (stereo unspecified)	-7	/	/	-12	6	1	/	/
COc1ccc(-n2c(Cc3cccs3)nnc2SCC(=O)Nc2ccc3c(c2)OCCO3)cc1	-1	-8	/	-9	/	-18	/	9
COc1ccc(O)c(/C=N/N2CCCCC2)c1	-1	1	-3	1	-70	-9	-81	-73
O=C(O)c1ccc2cccnc2n1	1	-1	/	/	14	-4	/	23
Cc1ccc(NS(=O)(=O)c2cccc(C(=O)N3CCCCCCC3)c2)cc1	/	-8	-2	/	-1	/	0	-3
COc1cc(C)ccc1Oc1nc(-c2ccccc2O)nc2ccccc12	/	-1	0	-3	18	/	7	7
Fc1cccc(-c2csc(-c3ccno3)n2)c1	/	5	0	-15	-46	/	-38	-10
COc1ccc(C(=O)Nc2cccc3nc(C)ccc23)c(OC)c1	-2	-9	0	-2	-3	-3	10	-16
N#C[C@@H]1[C@H](c2ccccc2-c2ccc(F)cc2)[C@H](CO)N1C(=O)NC1CCCCC1	/	-13	-1	-6	-7	/	-2	21
O=C(Nc1ccc(S(=O)(=O)C(F)F)cc1)c1cccc(S(=O)(=O)N2CCOCC2)c1	1	/	/	7	-32	10	/	/
CCCC(c1nnnn1CCc1ccccc1)N1CCN(C(=O)c2ccco2)CC1 (stereo unspecified)	0	-1	/	4	/	-6	/	-20
CC(=O)C1=C(O)C(=Cc2ccccc2)OC1=O	-3	-6	21	/	7	/	-14	-32
O=C(NC1CC1)c1ccc2sc([C@@H]3O[C@H](CO)[C@H](O)[C@H](O)[C@H]3O)nc2c1	-1	0	8	3	-2	-2	-14	-1
CCOc1ccc(NC(=S)NCc2nc3ccccc3[nH]2)cc1	/	1	2	/	-32	/	1	9
O=c1cc(CO)oc(C(Nc2ccccn2)c2ccc(F)cc2)c1O (stereo unspecified)	0	/	/	-7	/	2	/	-21
Cc1onc(-c2ccccc2)c1C(=O)NC(=S)NNC(=O)c1ccco1	7	-6	2	7	/	-5	18	9
COc1ccc(N(CC(=O)N2CCN(Cc3ccccc3)CC2)S(C)(=O)=O)cc1OC	0	-1	-3	/	2	6	4	7
C[C@H]1CN([C@@H](C)CO)C(=O)Cc2cc(NC(=O)Nc3ccc(C(F)(F)F)cc3)ccc2O[C@@H]1CN(C)Cc1ccc(C(=O)Nc2ccccc2N)cc1	1	/	1	7	34	-4[16.7 µM]	1	/
C[C@H]1CN([C@@H](C)CO)C(=O)c2cccc(NC(=O)C3CCCCC3)c2O[C@@H]1CN(C)C(=O)Nc1ccc(F)cc1	9	-2	2	5	2	0[16.7 µM]	-7	/
O=C(NCCCN1CCOCC1)c1ccc2c(c1)N(Cc1ccccc1)C(=O)c1ccccc1S2	1	4	-17	4	1	-9	/	-11
NNC(=O)c1ccc(OCC2CC(c3ccc(Cl)cc3)=NO2)cc1 (stereo unspecified)	-3	-3	-4	-3	/	1	0	-9
Cc1noc(C)c1NC(=O)Nc1ccc2c(c1)C(=O)N([C@@H](C)CO)C[C@H](C)[C@H](CN(C)Cc1ccc(C(=O)O)cc1)OCCCC[C@H](C)O2	-2	/	/	1	-11	-2[16.7 µM]	-7	-3
O=C(C1CC1)N1CCN=C1SCc1ccc(F)cc1	-1	2	-1	5	15	/	-9	-15
COc1ccc(S(=O)(=O)N2CCC(c3cc(-c4cccc5ccccc45)n[nH]3)CC2)cc1	-3	-3	/	-19	/	-1	/	/

Entries shown so far containing a halogen (13):
SMILES	Cneo AK release	FN deposition inh	CASP6 VEID inh	PGC1a acetyl inh	LGR2 inh	miR-122 sensor	EWS-Fli block	PAX8 reporter
CCN(CC(=O)Nc1ccccc1C(F)(F)F)C(=O)Cn1c(=O)cnc2ccccc21	-3	5	0	/	16	5	-13	/
Cc1ccc(C(=O)Nc2cccc(C(F)(F)F)c2)cc1NC(=O)c1cnnc2ccccc12	-1&6	14&4	0&-3	8	-3&2	-4&0	0&-3	15&20
O=C(c1cccc(F)c1)N1CC[C@@H]2[C@H](CO)Nc3ccc(-c4ccccc4F)cc3[C@@H]21	-9	-6	/	-6	8	27[16.7 µM]	11	-1
Cc1cc(Cl)c2oc(C(=O)NCC(C)(C)N3CCOCC3)c(C)c2c1	9	7	-2	-6	-2	-1	/	-27
CC(=O)N1Cc2cc(C(=O)NCC(F)(F)F)nc(-c3cccc(-c4cc5ccccc5o4)c3)c2[C@@H]1CCO	/	-2	4	/	33	/	23	1
Fc1cccc(-c2csc(-c3ccno3)n2)c1	/	5	0	-15	-46	/	-38	-10
N#C[C@@H]1[C@H](c2ccccc2-c2ccc(F)cc2)[C@H](CO)N1C(=O)NC1CCCCC1	/	-13	-1	-6	-7	/	-2	21
O=C(Nc1ccc(S(=O)(=O)C(F)F)cc1)c1cccc(S(=O)(=O)N2CCOCC2)c1	1	/	/	7	-32	10	/	/
O=c1cc(CO)oc(C(Nc2ccccn2)c2ccc(F)cc2)c1O (stereo unspecified)	0	/	/	-7	/	2	/	-21
C[C@H]1CN([C@@H](C)CO)C(=O)Cc2cc(NC(=O)Nc3ccc(C(F)(F)F)cc3)ccc2O[C@@H]1CN(C)Cc1ccc(C(=O)Nc2ccccc2N)cc1	1	/	1	7	34	-4[16.7 µM]	1	/
C[C@H]1CN([C@@H](C)CO)C(=O)c2cccc(NC(=O)C3CCCCC3)c2O[C@@H]1CN(C)C(=O)Nc1ccc(F)cc1	9	-2	2	5	2	0[16.7 µM]	-7	/
NNC(=O)c1ccc(OCC2CC(c3ccc(Cl)cc3)=NO2)cc1 (stereo unspecified)	-3	-3	-4	-3	/	1	0	-9
O=C(C1CC1)N1CCN=C1SCc1ccc(F)cc1	-1	2	-1	5	15	/	-9	-15

Assay outcomes (PubChem BioAssay)
